Polio RdRp inh – poliovirus RNA polymerase inhibition | P03300 | poliovirus polymerase elongation, fluorescence polarization; stronger effect = lower value | % elongation, % (compound at 16.7 µg/mL) | 0.66% of 150,000 active; in the data active = % elongation below about 90%; note: some results filed as inactive read as strong as hits
Target sequence (P03300 1749-2209 limits assumed): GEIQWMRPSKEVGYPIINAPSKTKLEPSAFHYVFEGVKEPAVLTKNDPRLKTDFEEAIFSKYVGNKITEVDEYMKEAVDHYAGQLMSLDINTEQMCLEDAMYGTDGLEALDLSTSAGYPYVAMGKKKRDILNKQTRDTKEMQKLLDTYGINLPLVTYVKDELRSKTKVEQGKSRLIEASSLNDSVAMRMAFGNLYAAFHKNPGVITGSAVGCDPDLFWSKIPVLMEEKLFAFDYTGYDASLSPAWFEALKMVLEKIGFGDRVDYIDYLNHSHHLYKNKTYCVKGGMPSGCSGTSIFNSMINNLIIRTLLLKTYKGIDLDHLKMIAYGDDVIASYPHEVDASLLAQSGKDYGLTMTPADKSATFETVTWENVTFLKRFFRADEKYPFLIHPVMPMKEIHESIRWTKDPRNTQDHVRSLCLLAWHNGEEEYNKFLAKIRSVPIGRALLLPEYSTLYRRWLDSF
Polio RdRp inh FP z-score – second read-out of Polio RdRp inh, no call of its own (marks repeat the call); z-score; measured here: FP z-score; hits read low
* = called active by the depositor; & = joins results of further samples.

SMILES	Polio RdRp inh	Polio RdRp inh FP z-score
CC1CCCC(NC(=O)CNC(=S)N(Cc2ccccc2)Cc2cccs2)C1C (stereo unspecified)	98	-1.3
Cc1ccc(C=Nc2ccc3ccccc3c2)o1	130	2.9
O=c1ccc(-c2n[nH]c(=S)n2-c2ccc(F)c(Cl)c2)n[nH]1	104	0.9
Cc1ccc(OCCNC(=O)c2ccc(C(C)(C)C)cc2)cc1	107	0.5
CC1CCCCC1NC(=O)CN1CCC(NC(=O)c2cccc(F)c2)CC1 (stereo unspecified)	102	0.3
Cc1ccc(NC(=O)CCc2nc3cccnc3n2-c2ccccc2)cc1Cl	105	0
O=C(CCn1cccc1)NCCN1CCCCCC1	100	-0.6
O=C1c2ccccc2-c2nn(C(=O)c3ccc(Br)s3)c3cccc1c23	100	0
Clc1ccc(-c2nc(N3CCC4(CC3)OCCO4)c3ccccc3n2)cc1	100	-0.2
NC(=O)c1c(NC(=O)c2ccccc2)sc2c1CCCC2	101	-0.2
O=C(CSc1nnc(-c2ccncc2)n1-c1ccccc1)Nc1ccc(F)cc1	107	0.4
O=C(NCCCN1CCCC1)c1ccc(CS(=O)c2ccccc2)o1 (stereo unspecified)	100	-0.5
Clc1ccccc1-c1nc(Nc2ccccc2)nc2ccc(Br)cc12	102	-0.1
O=C(O)c1ccc2c(c1)S(=O)(=O)c1ccccc1C2=O	99	-0.5
CN(C)S(=O)(=O)Nc1cccc(Br)c1	101	0.1
O=C(O)Cn1c2c(c3ccccc31)CCCC2	88	-6.3
CN(C)c1ccc(C(=O)NCCCN2CCCC2=O)cc1	110	1
O=C(Nc1ccc2nc(SCC(=O)N3CCCC3)sc2c1)c1cccc(Br)c1	112	1.1
O=C(Cn1c(=O)[nH]n(-c2ccccc2)c1=O)N1CCc2ccccc2C1	102	-0.2
Cc1cc(Br)ccc1NC(=O)COc1cc(=O)n(C)c2ccccc12	104	-0.3
CC(NC(=O)CCC1=NS(=O)(=O)c2ccccc2N1)c1ccc2c(c1)OCCO2 (stereo unspecified)	102	0.7
O=C(O)c1ccc(NC(=O)C2CC2)cc1	102	-0.1
O=C(c1ccccc1)N(c1ccc(Cl)cc1)C1C=CS(=O)(=O)C1 (stereo unspecified)	103	0.5
COc1ccc(OCC(=O)Nc2ccc3nn(-c4ccc(OC)cc4)nc3c2)cc1	105	0.1
Fc1ccc(Nc2nc3ccccc3nc2Nc2ccc(F)cc2)cc1	101	-0.2
Other records.
SMILES	Polio RdRp inh	Polio RdRp inh FP z-score
CC(C)N(Cc1ccccc1)C(=O)c1cc2ccc3cccnc3c2[nH]1	109	0.3
CC1=CC(C)=N/C1=C/c1c(O)[nH]c(=O)[nH]c1=O	101	-0.2
COc1cccc(CNC(=O)c2ccc(NC(=O)N3CC(C)Sc4ccccc43)cc2)c1 (stereo unspecified)	112	1.8
CC1=C(c2ccc(C)cc2)S(=O)(=O)N(CC(=O)N2CCN(c3ccccc3)CC2)C1=O	100	-0.6
Cc1ccc(NC(=O)c2ccccc2-c2cc(C)no2)cc1	101	-0.2
CCOc1cccc2sc(NN)nc12	109	2
COc1cccc(NC(=O)CN(CC(=O)Nc2cccc(OC)c2)CC2COc3ccccc3O2)c1 (stereo unspecified)	101	-0.3
O=C(O)c1ccccc1SC(F)F	98	-0.2
O=C(NCCO)c1nnc(-c2ccccc2)o1	100	0
COc1cc(Br)cc(C2C3=C(CCCC3=O)N(c3ccc(F)cc3)C3=C2C(=O)CCC3)c1O	100	0
CCOc1ccc(CCNC(=O)c2ccc3c(c2)N(Cc2ccccc2F)C(=O)c2ccccc2S3=O)cc1OCC (stereo unspecified)	107	0.2
Cc1ccc(Cn2cccc(C(=O)Nc3cc([N+](=O)[O-])ccc3C)c2=O)cc1	110	0.9
CC(=NCCc1c[nH]c2ccccc12)c1ccccc1O	99	-0.4
CCCSc1oc(-c2cccs2)nc1S(=O)(=O)c1ccc(C)cc1	107	0.7
CCOc1ccc(C2(C)N([O-])C(CC)=C(c3ccccc3)[N+]2=O)cc1 (stereo unspecified)	98	-0.5
O=C(O)c1coc2c1/C(=N/N1CCCCC1)CCC2	102	-0.1
COc1ccccc1CCNC(=O)c1ccc2c(c1)c(C)c(C)n2C	111	0.9
CC(C)NC(=O)CCCN1C(=O)CSc2ncccc21	103	0.3
CCCn1c2ccccc2c2nnc(SC(CC)C(=O)Nc3nc(C)c(C(=O)OCC)s3)nc21 (stereo unspecified)	102	0.2
COc1ccc(NC(=O)CSc2nc(-c3ccco3)nc3cc(=O)[nH]n23)cc1	108	0.3
Cc1c(C(=O)NCc2ccco2)oc2ccc(S(=O)(=O)N3CCC4(CC3)OCCO4)cc12	104	0.7
O=C(NC1CCCC1)C1CCCN(S(=O)(=O)N2CCCC2)C1 (stereo unspecified)	104	1.4
COc1ccccc1C(=O)CS(=O)(=O)c1ccc(C)cc1	101	0.2
COc1ccccc1N=C1SC(C(=O)Nc2ccccc2OC)CC(=O)N1C (stereo unspecified)	102	-0.2
CC(C)c1nn2c(=O)cc(COC(=O)c3ccccc3NC(=O)c3cccc(Cl)c3)nc2s1	108	0.5

Arranged by length of the SMILES (falling): 17 of the compounds above.
SMILES	Polio RdRp inh	Polio RdRp inh FP z-score
CCOc1ccc(CCNC(=O)c2ccc3c(c2)N(Cc2ccccc2F)C(=O)c2ccccc2S3=O)cc1OCC (stereo unspecified)	107	0.2
CC1=C(c2ccc(C)cc2)S(=O)(=O)N(CC(=O)N2CCN(c3ccccc3)CC2)C1=O	100	-0.6
CC(C)c1nn2c(=O)cc(COC(=O)c3ccccc3NC(=O)c3cccc(Cl)c3)nc2s1	108	0.5
COc1cccc(NC(=O)CN(CC(=O)Nc2cccc(OC)c2)CC2COc3ccccc3O2)c1 (stereo unspecified)	101	-0.3
Cc1ccc(Cn2cccc(C(=O)Nc3cc([N+](=O)[O-])ccc3C)c2=O)cc1	110	0.9
COc1cccc(CNC(=O)c2ccc(NC(=O)N3CC(C)Sc4ccccc43)cc2)c1 (stereo unspecified)	112	1.8
COc1ccc(NC(=O)CSc2nc(-c3ccco3)nc3cc(=O)[nH]n23)cc1	108	0.3
CC(C)N(Cc1ccccc1)C(=O)c1cc2ccc3cccnc3c2[nH]1	109	0.3
COc1ccccc1N=C1SC(C(=O)Nc2ccccc2OC)CC(=O)N1C (stereo unspecified)	102	-0.2
CCCSc1oc(-c2cccs2)nc1S(=O)(=O)c1ccc(C)cc1	107	0.7
CC1=CC(C)=N/C1=C/c1c(O)[nH]c(=O)[nH]c1=O	101	-0.2
O=C(NC1CCCC1)C1CCCN(S(=O)(=O)N2CCCC2)C1 (stereo unspecified)	104	1.4
Cc1ccc(NC(=O)c2ccccc2-c2cc(C)no2)cc1	101	-0.2
CC(=NCCc1c[nH]c2ccccc12)c1ccccc1O	99	-0.4
CC(C)NC(=O)CCCN1C(=O)CSc2ncccc21	103	0.3
O=C(NCCO)c1nnc(-c2ccccc2)o1	100	0
CCOc1cccc2sc(NN)nc12	109	2

New compounds follow:
SMILES	Polio RdRp inh	Polio RdRp inh FP z-score
CCCn1nc(C(=O)NCC)c2ccccc2c1=O	100	0
O=C(COC(=O)c1ccc2c(c1)NC(=O)CS2)NCc1cccs1	11*	-8.9*
CCCn1c(NCc2ccc(OC)cc2)nc2ccccc21	100	-0.4
Cc1ccc(N2C(S)=C(C#N)C(=O)NC2c2cccs2)cc1 (stereo unspecified)	100	-0.4
COc1cc(OC)c(C(=O)N2CCCCCCC2)cc1OC	101	-0.8
CC(C)OC(=O)C1=c2s/c(=C\c3cccnc3)c(=O)n2C(N)=C(C#N)C1c1cccnc1 (stereo unspecified)	102	0
Cc1ccc(-n2c(CN)nc3ccccc3c2=O)cc1	97	-1
CCOC(=O)/C=c1\s/c(=C\c2cccs2)c(=O)n1CC(N)=O	104	-0.2
O=C(c1c[nH]c(-c2nnc3ccccn23)c1)c1ccccc1O	120	2.5
Cc1c(NC(=O)c2nn(C(C)C)c(=O)c3ccccc23)c(=O)n(-c2ccccc2)n1C	110	1.1
O=C(Nc1ccccc1)ON=C1CCCC1	102	0.7
Cc1nc2c(cc1C#N)C(O)Oc1c(Cl)cc(Cl)cc1-2 (stereo unspecified)	127	4.2
O=C(c1cccc([N+](=O)[O-])c1)N1CCN(CCc2ccncc2)CC1	106	-0.1
Cc1[nH]c(-c2ccc(F)cc2)cc1C(=O)N1CCN(C2CCCCC2)CC1	103	0.6
CCOc1ccc(N=C(c2ccccc2)N2CCOCC2)cc1	99	-0.8
Cc1ccc(-n2c(SCCCC#N)nnc2-c2ccccc2)cc1C	103	0
CCOC(=O)C1CCCCN1Cc1ccc(C)cc1 (stereo unspecified)	99	0
CC1CCCCN1C(=O)CNCc1ccc(F)cc1 (stereo unspecified)	103	0.4
Cc1ccc(C(=O)Nc2ccc(C(=O)OCc3cc(=O)n4ccsc4n3)cc2)cc1	103	-0.9
CN1CCN(C(=O)c2cnn(-c3ccc(F)cc3F)c2C2CCN(C(=O)OC(C)(C)C)CC2)CC1	105	-0.3
COC(=O)c1ccc(OC(=O)c2cccnc2SC)cc1	101	-0.3
Cc1ccccc1NC(=O)CSC(=O)c1ccccc1	103	0.4
COc1ccc(N(C)C(=O)C2CCN(S(=O)(=O)c3cc(Br)cc4c3N(C(C)=O)CC4)CC2)cc1	106	0.1
Cc1ccc(-c2noc(C3CCN(C(=O)Nc4ccc(C#N)cc4)CC3)n2)o1	103	0.1
OC(c1nnc(-c2ccccc2)o1)c1cn(-c2ccccc2)nc1-c1cccnc1 (stereo unspecified)	104	0.1
Other structures follow:
SMILES	Polio RdRp inh	Polio RdRp inh FP z-score
Cc1cc(C)c2c(-n3cccc3)nn(CC(=O)NC(C)c3ccc4c(c3)OCCO4)c2n1 (stereo unspecified)	102	1
CN1CCN(C(=O)CSc2nc(-c3ccc(F)cc3)cc(C(F)(F)F)c2C#N)CC1	101	0.4
Nc1ccc2c(c1)ncn2CCCn1cnc2cc(N)ccc21	103	0.2
CCCC1(C(=O)OC)NC(c2ccco2)C2C(=O)N(C)C(=O)C21 (stereo unspecified)	102	0.1
COc1ccc(-c2nnc(SCC(=O)N3CCC(C)CC3)o2)cc1	110	1.1
O=C(COc1ccccc1)NCCc1csc(-c2ccc(Cl)cc2)n1	113	1.6
CCOc1ccc(NC(=O)CCS(=O)(=O)c2cc3c(cc2C)NC(=O)CO3)cc1	99	-1.3
CCCn1c(=O)c2ccccc2n2c(SCC(=O)N3CCN(C(=O)OCC)CC3)nnc12	98	-0.4
Cn1c(=O)[nH]c(=O)c2c1ncn2CCN1CCOCC1	107	0.4
Cn1c(-c2c(-c3ccccc3)n[nH]c2-c2cccs2)nc2ccccc21	103	-0.1
NC(=O)c1ccsc1NC(=O)c1csc2c1CCCC2	101	0.2
C(=N\n1cnnc1)/c1ccc(OC2OCCOC2Oc2ccc(/C=N/n3cnnc3)cc2)cc1 (stereo unspecified)	102	0.2
Cc1c2cnn(-c3ccccc3)c(=O)c2c(C)n1CC(=O)NCc1ccccc1	113	1.2
Cc1cc(N2CCN(C3=NCC(C)(C)S3)CC2)n2c(nc3ccccc32)c1C#N	103	0.7
O=C(/C=C1\Sc2ccccc2NC1=O)NCc1cccnc1	102	-0.1
COc1cccc(NC(=O)CSc2nc3ccccc3nc2N2CCOCC2)c1	112	0.9
CC(C)=C1CCC(C)C/C1=N\O (stereo unspecified)	103	0.3
N#Cc1ccccc1S(=O)(=O)Nc1ccc2c(c1)C(=O)OC2	102	-0.2
O=C(CSc1nnc(COc2ccc(F)cc2)o1)N1c2ccccc2CCc2ccccc21	102	0.3
Cc1ccc(OCC(=O)Nc2cc3nn(-c4ccccc4)nc3cc2C)cc1	105	0.1
Cc1cccc(S(=O)(=O)c2cn(C)c3cc(N4CCN(c5ccccc5)CC4)c(F)cc3c2=O)c1	99	-1.9
O=C1CCC(C(=O)N2CCN(Cc3ccccc3)CC2)N1 (stereo unspecified)	102	0.7
CCOC(=O)c1oc2ccccc2c1COC(=O)C1=NN(c2ccccc2)C(=O)CC1	107	0.5
COC(=O)C1=CN(Cc2cccs2)C=C(C(=O)OC)C1c1cccs1	100	-0.1
CC(CN(C)C)CN1c2ccccc2Sc2ccccc21 (stereo unspecified)	101&101	0.2&0.3
(listing goes on)
SMILES	Polio RdRp inh	Polio RdRp inh FP z-score
CC1(C(=O)NC2CCCCC2)Cc2ccccc2C(=O)N1Cc1ccc(F)cc1 (stereo unspecified)	110	0
CC(C)(C)c1ccc(N2C(=O)CCC2=O)cc1	107	0.6
Cc1cnc(NC(=O)C2=NN(c3ccccc3)C(=O)CC2)s1	96	-0.6
O=C1OCc2ccc(NS(=O)(=O)c3ccc(N4C(=O)CCC4=O)cc3)cc21	104	0.6
CC1CC(C)N(C(=O)c2cc(-c3ccccc3)on2)C(C)C1 (stereo unspecified)	101	-0.1
COC(=O)c1ccccc1NC(=O)CSc1nc2ccccc2nc1Cc1ccccc1OC	110	1
CCOC(=O)N1CCc2c(sc3c2C(=O)NC(c2cc(OC)c(O)c(OC)c2)N3)C1 (stereo unspecified)	120	2.7
Cc1ccc(CCNC(=O)CS(=O)Cc2nc(-c3ccccc3Cl)oc2C)cc1 (stereo unspecified)	108	0.4
CCOc1ccc(CNC(=O)C2CCN(S(=O)(=O)c3cn(C)cn3)CC2)cc1OC	105	-0.3
CCN(CC)S(=O)(=O)c1ccc(Cl)c(C(N)=O)c1	100	0.2
Cc1cccc(N2CCN(S(=O)(=O)c3ccc4oc(=O)c5ncn(C)c5c4c3)CC2C)c1 (stereo unspecified)	98	-1.6
COC(=O)c1scc(-c2ccccc2)c1S(=O)(=O)Nc1ccc(C)c(Cl)c1	111	1.4
CC12C=CC(=O)C=C1CCC1C2=CCC2(C)C1CC[C@@H]2C(=O)CN1CCN(c2cc(N3CCCC3)nc(N3CCCC3)n2)CC1 (stereo partly specified)	99&101	-0.7&0.2
CCC(C(=O)NCc1ccc(OC)c(OC)c1)n1nc(C)c2c(C)n(-c3ccc(C)cc3)nc2c1=O (stereo unspecified)	110	0.3

Assay outcomes from PubChem.

The list is partial (hit frequency here may not be typical).
